# Compound activity (PubChem BioAssay)
# PP5 primary: PP5 phosphatase inhibitors, primary screen, biochemical, fluorescence. 320,000 compounds, 0.18% hits. Serine/threonine-protein phosphatase 5 (Homo sapiens), P53041. inhibition, % at 6.7 µM. purified PP5c, OMFP substrate fluorescence. AID 1987, 2009;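 active = inhibition above the campaign's mean inhibition across all tested compounds plus 3 SD, cut at about 9.5% in these data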;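 note: 0% = DMSO only and 100% = 100 µM cantharidin control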
# Target sequence (P53041 whole entry, looked up): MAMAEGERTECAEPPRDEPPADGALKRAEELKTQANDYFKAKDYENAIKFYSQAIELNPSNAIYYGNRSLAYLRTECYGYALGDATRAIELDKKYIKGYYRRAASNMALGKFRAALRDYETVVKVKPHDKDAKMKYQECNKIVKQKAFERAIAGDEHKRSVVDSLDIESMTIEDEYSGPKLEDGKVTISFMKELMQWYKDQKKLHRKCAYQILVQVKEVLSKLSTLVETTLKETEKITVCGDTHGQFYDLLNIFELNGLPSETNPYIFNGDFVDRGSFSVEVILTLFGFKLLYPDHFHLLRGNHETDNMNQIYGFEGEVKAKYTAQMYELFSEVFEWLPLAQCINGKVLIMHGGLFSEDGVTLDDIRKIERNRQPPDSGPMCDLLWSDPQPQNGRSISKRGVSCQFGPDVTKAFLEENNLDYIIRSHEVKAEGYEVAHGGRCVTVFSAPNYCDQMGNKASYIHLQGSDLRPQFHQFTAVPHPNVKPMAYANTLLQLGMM
# HCV core dimer: inhibitors of HCV core protein dimerization, primary screen, biochemical, TR-FRET, high-throughput; 300,000 compounds, 0.33% hits; TR-FRET GST/Flag-core106 dimerization, 1536-well; inhibition, % at 5 µM; AID 1899, 2009;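 active = inhibition above the mean of all tested compounds plus 3 SD, set per screening campaign, cut at about 45% in these data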
#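 Material: GST/Flag-tagged HCV core106 proteins. Incubation: 4 h, 22.5 °C incubation. Read-out basis: inhibition (%) from 671 over 617 nm ratio. Measured by: TR-FRET, excitation 340 nm, emission 617 and 671 nm.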
# CTSL1 counter: Fasciola hepatica cathepsin L1 inhibitors, primary screen, counter-screen for PFM18AAP inhibitor project, biochemical, QFRET, fluorogenic peptide substrate; recombinant F. hepatica cathepsin L1, Z-Leu-Arg-MCA fluorescence; inhibition, % at 5.96 µM; 300,000 compounds, 0.49% hits; AID 1906, 2009;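 active = inhibition above the mean of all tested compounds plus 3 SD, set per screening campaign, cut at about 17% in these data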;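 note: 0% = plate median of test compound wells and 100% = 1 µM Z-Phe-Ala-diazomethylketone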
# EBNA-1 inhibitor: EBNA-1 DNA-binding inhibitors, primary screen, biochemical, fluorescence polarization; inhibition, % at 14.8 µM; 300,000 compounds, 0.34% hits; in the data active = inhibition above about 28%
# GASC-1 inh: inhibitors of GASC-1 histone demethylase, primary screen, biochemical, fluorescence, DELFIA europium. 330,000 compounds, 0.069% hits. AID 2099, 2009. Lysine-specific demethylase 4C (Homo sapiens), Q9H3R0. inhibition, % at 2.35 µM. GST-JMJD2C(1-420) H3K9me3 demethylation;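 active = more than half of a compound's replicate wells show inhibition beyond 50%, single wells judged on their own value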;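 note: signal counts dimethyl H3K9 product captured on neutravidin plate; 0% = median of DMSO wells and 100% = 0.3 times that DMSO median; strong numbers were not always called active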
# ZTA counter: blocks Epstein-Barr virus ZTA, an EBNA-1 counter-screen; P03206; 320,000 compounds, 0.15% hits; AID 2234; inhibition, % at 11 µM; ZTA-DNA binding, fluorescence polarization; in the data active = inhibition above about 33%
# TPT1 inh: Candida albicans TPT1 enzyme inhibitors, primary screen, biochemical, fluorescence polarization; tRNA 2'-phosphotransferase TPT1 (Candida albicans SC5314); recombinant caTPT1, FP RNA substrate dephosphorylation; inhibition, % at 5 µM; 300,000 compounds, 0.81% hits; AID 1962, 2009;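 active = inhibition above the mean of all tested compounds plus 3 SD, set per screening campaign, cut at about 24% in these data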;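 note: plate controls were DMSO alone for no effect and ferristatin control at 100 nM for full effect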
# Yeast superoxide: reduction of superoxide in aged yeast, primary screen, HTS; S. cerevisiae aged cells, superoxide DHE fluorescence; hits give low values; superoxide response (% of plate mean), % at 10 µM; 330,000 compounds, 0.18% hits; AID 2690, 2010;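 active = superoxide response under a set limit, about three screen SD below normal, cut at about 65% in these data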;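 note: yeast aged for seven days with compound at 30 °C before DHE staining; 100% = average MFI of all compound-treated wells on the plate with controls excluded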
# PP1 counter: PP1-alpha phosphatase inhibitors, primary screen, counter-screen for PP5 inhibitor project, biochemical, fluorescence, OMFP substrate, single point. Serine/threonine-protein phosphatase PP1-alpha catalytic subunit (Homo sapiens), P62136. purified PP1alpha. inhibition, % at 6.7 µM. 320,000 compounds, 0.9% hits. AID 2235, 2010;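 active = inhibition above the mean inhibition of all tested compounds plus 3 SD, computed separately for each screening campaign, cut at about 15% in these data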
# Target sequence (P62136 whole entry, looked up): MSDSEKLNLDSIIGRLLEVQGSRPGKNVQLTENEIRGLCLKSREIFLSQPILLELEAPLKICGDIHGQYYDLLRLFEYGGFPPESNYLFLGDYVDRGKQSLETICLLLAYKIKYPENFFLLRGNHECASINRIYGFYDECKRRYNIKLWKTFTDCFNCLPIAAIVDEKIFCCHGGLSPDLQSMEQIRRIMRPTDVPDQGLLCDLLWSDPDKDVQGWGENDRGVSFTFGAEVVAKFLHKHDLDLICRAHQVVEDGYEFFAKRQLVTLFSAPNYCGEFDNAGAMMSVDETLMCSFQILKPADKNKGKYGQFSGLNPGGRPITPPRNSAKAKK
# Numbers without * were called inactive; / = no result given; & = joins results of further samples. This is a random part of the collection; 3.1% or so of the library scored in one or more.
mol	PP5 primary	HCV core dimer	CTSL1 counter	EBNA-1 inhibitor	GASC-1 inh	ZTA counter	TPT1 inh	Yeast superoxide	PP1 counter
CCOC(=O)C(CCC#N)(CCC#N)C(=O)OCC	-2.4	1	7	0	-4	22	-1	92	-3
Cc1cc(C)c(Cn2c(=O)n(CCCC(=O)NCc3ccco3)c(=O)c3ccccc32)c(C)c1	3.4	13	-3	-5	-1	-28	-3	106	12
Clc1ccc(-n2nnnc2SCc2c(-c3ccccc3)nc3sccn23)cc1	0.2	28	-4	-2	-40	-1	5	98	-2
COc1ccc(NC(=O)CC(CC(=O)O)c2cc(OC)c(OC)c(OC)c2)cc1 (configuration not stated)	2.4	-4	-5	-17	-15	-15	-2	90	0
Cc1ccc(OCCCC(=O)NC(C)c2ccccc2)cc1 (configuration not stated)	2.5	0	-2	0	-8	9	-2	113	-1
O=C1c2ccccc2C(=O)N1CC1c2ccccc2CCN1C(=O)CN1CCOCC1 (configuration not stated)	3.9	-6	-4	-1	5	-7	-1	93	0
O=C(CNc1ccccc1Cl)N/N=C1\CCCc2ccccc21	3.8	11	1	0	75	-4	-5	95	8
Cc1cccc2sc(NNC(=O)c3ccc(S(=O)(=O)N4CCCC(C)C4)cc3)nc12 (configuration not stated)	4.8	6	4	-11	0	-18	-2	139	10
COc1ccc(CC(=O)Oc2cc(C)ccc2C)cc1	0.0	-2	9	-8	-8	4	0	122	1
CC1(C)C(C=C(Cl)Cl)C1C(=O)N1CCN(Cc2ccccc2)CC1 (configuration not stated)	2.2	1	-1	6	-12	-4	-5	104	1
O=C(NCCOCc1ccccc1)C(c1ccccc1)c1ccccc1	2.3	-2	-1	-2	-20	-4	1	111	6
C=CCNC(=O)C1CC(=O)N(c2ccc(OCC(=O)N3CCCC3)cc2)C1 (configuration not stated)	-0.8	2	-2	4	-22	11	0	109	-4
COc1ccc(Cn2cccc(NC(=O)Nc3ccc(F)cc3)c2=O)cc1	-0.1	2	-1	4	5	-9	4	87	1
O=C1CN=C(Nc2cccc(C(F)(F)F)c2)N1C1CCCC1	5.1	-2	2	4	-14&-3	-27	-1	104	3
CCOc1ccc(N(CC(=O)NCc2ccccc2)S(C)(=O)=O)cc1	1.3	-1	-4	3	-1	11	-5	101	-4
O=C(CN1CCN(c2ccc(F)cc2)CC1)NCC1CCCO1 (configuration not stated)	-1.6	-3	-3	4	3	3	-1	95	-1
CC(=O)Oc1c(C)cc(O)c2ccccc12	-1.7	4	-3	5	6	12	2	113	-5
NN1C(=O)/C(=C\c2ccco2)SC1=S	2.1	-2	2	5	-13	10	2	101	-1
Cc1c(C(=O)Nc2ccc(-n3cnnn3)cc2)oc2ccccc12	1.7	13	8	-5	9	11	2	107	10
COc1ccc2nc(SCC(=O)Nc3ccccc3C#N)[nH]c2c1	-0.3	3	-2	5	7	-9	-6	103	-2
O=C(NCCc1ccccc1)C1CCN(C(=O)c2ccc([N+](=O)[O-])cc2)CC1	0.3	-5	2	2	-3	-1	-3	92	-1
CCOC(=O)Cn1cc(/C=N/N2C(=O)C3C4C=CC(C4)C3C2=O)c2ccccc21 (configuration not stated)	3.1	-4	1	-4	-31	-5	-5	99	0
CCOC(=O)c1ccccc1NC(=O)CSc1ccc(-c2ccccn2)nn1	4.8	-7	-6	-7	1	-9	-2	91	4
Oc1cccc(/C=N/Nc2ccc(Cl)nn2)c1O	-1.0	2	3	-7	30	0	2	99	-3
CCCc1nnc(-c2cc(OC)c(OC)c(OC)c2)o1	-2.1	-1	-3	7	7	11	-5	92	-2
O=C(c1ccc(NC2=NC3CS(=O)(=O)CC3S2)cc1)N1CCN(c2ccccc2F)CC1 (configuration not stated)	0.8	0	-4	1	-5	7	2	94	2
COC(=O)c1cn(Nc2ncc(C(F)(F)F)cc2Cl)c(=O)c2ccccc12	0.6	2	0	-1	-2	1	1	98	2
CCC/C=N/Nc1nnc(Cc2ccccc2)c(=O)[nH]1	-0.1	-2	5	4	32	3	-2	82	1
CC(/C=N/NC(=O)c1ccc(CN2c3cccc4cccc(c34)S2(=O)=O)cc1)c1ccccc1 (configuration not stated)	2.7	26	0	-1	22	8	0	107	12
CCN(CC)S(=O)(=O)c1cc(NC(=O)COc2ccc(C#N)cc2OC)ccc1C	-1.9	5	-22	4	-4	4	2	105	-4
Clc1ccc(SCCOCCN2CCCCCC2)cc1	4.0	0	-3	6	19	-3	0	95	3
CCC1=Nc2ccccc2NC2=C1C(=O)CCC2	1.8	3	-4	-2	-12	-9	-18	94	0
Cc1ccc(C2C(C(N)=S)=C(N)OC3=C2C(=O)CC(C)(C)C3)cc1 (configuration not stated)	0.9	-5	5	-6	6	-3	4	95	3
Cc1c(NC(=O)Nc2ccc(C#N)cc2)c(=O)n(-c2ccccc2)n1C	3.8	-9	2	-9	19	-16	1	85	0
Cc1cc(C)c(S(=O)(=O)c2ccccc2)c(OC(=O)c2c(Cl)cc(Cl)cc2Cl)n1	2.9	14	-1	-6	-39	-14	-6	95	5
Cc1ccc(S(=O)(=O)N2CCN(CC(=O)N/N=C\c3ccncc3)CC2)cc1	-1.2	-5	-4	5	-6	-9	3	106	-3
CC(=O)NC1C(OCc2ccccc2)OC2COC(C)(C)OC2C1O (configuration not stated)	-2.4	-3	4	0	16	13	2	102	0
COc1ccccc1NC(=O)C(C)OC(=O)c1nc2nc(C)cc(C)n2n1 (configuration not stated)	-0.9	-2	-2	0	-8	-8	-1	98	-2
O=C(CCc1nc2ccccc2c(=O)[nH]1)OCC(=O)N1CCc2ccccc21	-2.8	5	1	4	-4	9	3	100	-5
O=C(NCc1ccco1)/C(=C\C=C\c1ccccc1)NC(=O)c1ccco1	0.7	-3	17*	-1	2	10	0	86	0

# Quoted from the listing:
# Entry for `Cc1cc(C)c(S(=O)(=O)c2ccccc2)c(OC(=O)c2c(Cl)cc(Cl)cc2Cl)n1` under Yeast superoxide: 95
# Entry for `COc1ccccc1NC(=O)C(C)OC(=O)c1nc2nc(C)cc(C)n2n1` (configuration not stated) under CTSL1 counter: -2

# The results go on:
mol	PP5 primary	HCV core dimer	CTSL1 counter	EBNA-1 inhibitor	GASC-1 inh	ZTA counter	TPT1 inh	Yeast superoxide	PP1 counter
Cc1ccc(S(=O)(=O)N/N=C2/CC(c3ccccc3)Oc3ccccc32)cc1[N+](=O)[O-] (configuration not stated)	0.0	21	2	4	2	22	-2	95	3
O=C(O)c1cccc(NC(=O)c2cn(-c3ccccc3)nc2-c2ccc(F)cc2)c1	0.9	8	6	3	0	-3	0	100	3
O=C(N1CCN(c2ccc(F)cc2)CC1)C12CC3CC(CC(C3)C1)C2	2.1	10	-2	-2	-14	4	3	86	4
Cc1cc(C(=O)N2CCN(S(=O)(=O)c3ccccc3C#N)CC2)c(C)o1	0.6	/	/	/	6	2	/	94	-1
COc1cc(C(=O)NC2CC3CCCC(C2)N3Cc2ccccc2)cc(OC)c1OC (configuration not stated)	0.1	-1	1	7	7	-4	1	98	11
Cc1ccsc1C(=O)N/N=C/c1ccc2c(c1)OCO2	0.8	-6	2	3	-2	11	0	105	7
FC(F)(F)c1cccc(Nc2cc(-c3ccccc3)nc3ncnn23)c1	-1.5	6	2	3	19	-8	-3	103	-3
CCCCNC(=S)N(CCO)Cc1cc2cc3c(cc2[nH]c1=O)OCCO3	0.2	10	3	-1	-2	-1	-2	110	-3
COc1ccc(CN2CCN(S(=O)(=O)c3ccc(NC(C)=O)cc3)CC2)cc1OC	-1.6	-3	1	-2	4	-5	2	95	0
CC(OC(=O)Cn1nnc2ccccc21)C(=O)NC1CCCC1 (configuration not stated)	1.6	4	0	0	2	-2	2	102	-3
CS(=O)(=O)c1ccc(Cl)c(NC(=O)COc2ccc3c(c2)CCC3)c1	-0.7	5	-1	0	3	2	1	109	-5
COc1ccccc1-c1nc(C#N)c(N2CCN(C(=O)c3ccco3)CC2)o1	-0.5	-2	1	11	1	7	-2	105	-5
CCOc1ncccc1C(=O)OCC(=O)NC(=O)NC(C)C	-1.5	2	-8	-4	-11	-1	-4	92	-2
O=C(c1ccco1)N1CCc2[nH]nc(-c3ccccc3)c2C1	-0.4	0	-2	5	6	5	-3	97	0
COC(=O)c1ccc(CN2CCCCC2)cc1	2.9	1	2	4	0	3	0	108	-3
CCN1C(=O)CC(C(=O)O)SC1=Nc1ccc(OC)cc1 (configuration not stated)	2.1	12	2	-13	-8	-6	-4	105	-3
NC(=O)C1CCN(Cc2ccc(OCc3ccccc3)cc2)CC1	2.1	7	-1	-4	9	-10	1	109	-3
COc1ccc(CCC(=O)OCC(=O)c2c(N)n(CC(C)C)c(=O)n(C)c2=O)cc1	3.1	4	5	10	-36	5	2	85	0

# Of the compounds above, these contain a Cl atom.
mol	PP5 primary	HCV core dimer	CTSL1 counter	EBNA-1 inhibitor	GASC-1 inh	ZTA counter	TPT1 inh	Yeast superoxide	PP1 counter
Clc1ccc(-n2nnnc2SCc2c(-c3ccccc3)nc3sccn23)cc1	0.2	28	-4	-2	-40	-1	5	98	-2
O=C(CNc1ccccc1Cl)N/N=C1\CCCc2ccccc21	3.8	11	1	0	75	-4	-5	95	8
CC1(C)C(C=C(Cl)Cl)C1C(=O)N1CCN(Cc2ccccc2)CC1 (configuration not stated)	2.2	1	-1	6	-12	-4	-5	104	1
Oc1cccc(/C=N/Nc2ccc(Cl)nn2)c1O	-1.0	2	3	-7	30	0	2	99	-3
COC(=O)c1cn(Nc2ncc(C(F)(F)F)cc2Cl)c(=O)c2ccccc12	0.6	2	0	-1	-2	1	1	98	2
Clc1ccc(SCCOCCN2CCCCCC2)cc1	4.0	0	-3	6	19	-3	0	95	3
Cc1cc(C)c(S(=O)(=O)c2ccccc2)c(OC(=O)c2c(Cl)cc(Cl)cc2Cl)n1	2.9	14	-1	-6	-39	-14	-6	95	5
CS(=O)(=O)c1ccc(Cl)c(NC(=O)COc2ccc3c(c2)CCC3)c1	-0.7	5	-1	0	3	2	1	109	-5
